From PubChem
ARFGAP1 inh: inhibitors of rat ARFGAP1 | Q62848 | Arfgap1-stimulated ARF1 GTP hydrolysis, GDP FP detection | inhibition, % at 16.5 µM | 0.26% of 360,000 active | AID 651572;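 active = inhibition above a per-plate limit, mean inhibition of low control wells plus 3 SD, cut at about 25% in these data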;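 also: 0% = DMSO wells with enzyme and 100% = wells lacking Arfgap1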
Target sequence (Q62848 1-136 limits assumed): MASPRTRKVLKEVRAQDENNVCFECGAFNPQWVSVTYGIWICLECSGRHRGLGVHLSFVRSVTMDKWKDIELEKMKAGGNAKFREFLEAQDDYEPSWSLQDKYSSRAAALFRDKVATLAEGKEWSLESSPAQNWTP
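Material: rat Arfgap1 GAP domain (His6, aa 1-136), purified enzyme. Also added: human ARF1(Δ1-17)-GTP substrate. Compound dosing: 16.5 µM single point, 1.26% DMSO. Timing: enzyme reaction 120 min at 25 °C after 20 min preincubation. Signal: GDP detection by fluorescence polarization. Read-out basis: percent inhibition of GAP-stimulated GDP formation, scaled between DMSO and no-Arfgap1 medians.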
SIAE primary: blocks human sialic acid acetylesterase | SIAE FP-Rh probe binding, fluorescence polarization | inhibition, % at 9.66 µM | 0.69% of 370,000 active | AID 1053197;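 active = inhibition above a cutoff: mean of compounds within the control limits plus 3 SD of those, cut at about 17% in these data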;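 also: 0% = plate median of compound wells and 100% = probe without SIAE protein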
Target sequence (Q9HAT2 whole entry, looked up): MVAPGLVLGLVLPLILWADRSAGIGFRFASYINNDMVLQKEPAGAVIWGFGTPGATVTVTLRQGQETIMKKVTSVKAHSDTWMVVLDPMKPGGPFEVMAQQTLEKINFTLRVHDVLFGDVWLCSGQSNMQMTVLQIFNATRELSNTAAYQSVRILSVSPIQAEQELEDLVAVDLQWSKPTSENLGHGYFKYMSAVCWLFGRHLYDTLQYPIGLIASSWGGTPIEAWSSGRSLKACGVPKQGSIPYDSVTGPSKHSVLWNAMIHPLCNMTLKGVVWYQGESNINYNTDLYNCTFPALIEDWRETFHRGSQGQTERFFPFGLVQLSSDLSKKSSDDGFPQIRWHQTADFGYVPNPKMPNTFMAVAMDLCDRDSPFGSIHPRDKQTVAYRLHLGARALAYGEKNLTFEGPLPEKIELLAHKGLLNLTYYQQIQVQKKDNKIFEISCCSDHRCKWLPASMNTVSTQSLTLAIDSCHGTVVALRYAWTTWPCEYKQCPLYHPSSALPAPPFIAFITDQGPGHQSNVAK
TDP2 absorb: TDP2 (human) inhibition, absorbance primary screen; O95551; recombinant TDP2, T5PNP hydrolysis, p-nitrophenol absorbance 415 nm; inhibition, % at 12.8 µM; 0.34% of 370,000 active; AID 720702;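 active = inhibition above the mean of all tested compounds plus 3 SD, set per campaign, cut at about 25% in these data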;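 also: 0% = DMSO with enzyme and 100% = buffer with substrate but no TDP2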
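Test system: Human TDP2 enzyme | Reagent: 5 mM T5PNP | Compound dosing: 12.8 µM single point, 1% DMSO | Incubation: Enzyme reaction with compound for 2 h at 37 °C | Technique: p-Nitrophenol epi absorbance | Read-out: % inhibition relative to enzyme-containing and enzyme-free wells | Benchmarks: High control without enzyme, low control DMSO plus TDP2 | Replicates: Singlicate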
ADAM10 inh: ADAM10 inhibition, QFRET primary screen; inhibition, % at 7 µM; 0.62% of 370,000 active; AID 720582; recombinant ADAM10, EDANS/DABCYL FRET peptide cleavage, 3 h;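 active = inhibition above a per-campaign cutoff equal to the mean of compounds falling between control-based bounds plus 3 SD, cut at about 20% in these data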;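 also: 0% = DMSO wells while the 100% control is not disclosed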
ASAP1 inh: blocks human ASAP1-stimulated Arf1 GTP hydrolysis. Q9ULH1. GDP FP detection. inhibition, % at 16.5 µM. 0.19% of 360,000 active; in the data active = inhibition above about 25%;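 also: 0% = vehicle with enzyme and substrate and 100% = no enzyme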
Target sequence (Q9ULH1 325-724 limits assumed): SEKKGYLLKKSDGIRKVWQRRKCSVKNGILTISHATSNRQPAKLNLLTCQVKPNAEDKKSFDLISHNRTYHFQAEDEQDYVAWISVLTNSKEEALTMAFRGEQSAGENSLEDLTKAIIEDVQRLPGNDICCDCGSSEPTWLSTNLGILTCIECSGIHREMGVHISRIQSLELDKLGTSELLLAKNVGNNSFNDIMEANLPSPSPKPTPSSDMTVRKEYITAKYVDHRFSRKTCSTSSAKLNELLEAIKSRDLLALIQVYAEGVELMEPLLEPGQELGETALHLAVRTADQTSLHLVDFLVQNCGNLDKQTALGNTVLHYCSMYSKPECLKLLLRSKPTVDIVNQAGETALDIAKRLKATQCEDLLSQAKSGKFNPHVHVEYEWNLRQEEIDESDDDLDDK
PLCg1 inh: blocks human PLC-gamma1 enzyme activity; purified PLC-gamma1, fluorogenic substrate, fluorescence; 0.84% of 370,000 active; inhibition, % at 12.2 µM; in the data active = inhibition above about 9.5%
PLCb3 inh: PLC-beta3 (human) inhibition, primary screen | 0.18% of 370,000 active | Purified PLC-beta3, fluorogenic substrate, fluorescence | inhibition, % at 12.2 µM | Q01970; in the data active = inhibition above about 11%;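 also: 0% = median of compound wells on plate and 100% = full blocker control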
ADAM17 inh: ADAM17 inhibition, QFRET primary screen | recombinant ADAM17, EDANS/DABCYL FRET peptide cleavage | P78536 | AID 720648 | 0.83% of 370,000 active | inhibition, % at 6.95 µM;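 active = inhibition above the mean of compounds lying between control limits plus 3 SD, set per campaign, cut at about 8.5% in these data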;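 also: 0% = DMSO-only wells as the low control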
DDE Tn6 FP inh: inhibitors of Tn6 peptide binding to human fibrin DD(E). Fibrin DD(E) TRITC-Tn6 fluorescence polarization displacement. inhibition, % at 8.3 µM. 0.21% of 370,000 active. AID 720509;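 active = inhibition above a per-campaign cutoff: mean of compounds within control limits plus 3 SD, cut at about 15% in these data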;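 also: 0% = median of all compound wells on the plate and 100% = blocking peptide control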
Tn7 DDE FP: DD(E)-Tn7 binding inhibition, primary FP screen. P02675. AID 720508. inhibition, % at 8.3 µM. FP displacement of FITC-Tn7 peptide from fibrin DD(E); 0% = median of compound wells per plate. 0.13% of 370,000 active;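 active = inhibition above the mean of compounds falling within the control limits plus 3 SD of them, cut at about 14% in these data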;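 also: 0% = plate median of compound wells and 100% = 10 µM Aha-Tn7 peptide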
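Assay system: Human clot-derived fibrin DD(E) complex | Buffer or medium: Tris/NaCl/CaCl2 buffer, pH 7.8 | Repeats: One replicate per compound | Benchmarks: Aha-Tn7 high control | Measure: % inhibition scaled between sample-field median and high-control FP | Schedule: 10 min plus 3 h, room temperature | Signal: Fluorescence polarization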
* hit, by the source's call; · = no result given.

SMILES	ARFGAP1 inh	SIAE primary	TDP2 absorb	ADAM10 inh	ASAP1 inh	PLCg1 inh	PLCb3 inh	ADAM17 inh	DDE Tn6 FP inh	Tn7 DDE FP
COc1ccc(-c2c[n+](CC(=O)c3cccs3)c3n2CCC3)cc1	10	-6	7	-9	8	0	-7	-3	-5	-7
CCOC(=O)c1cc2cc(OC)ccc2nc1C	-1	4	4	-157	-10	-13	-18	-42	-5	0
CC1(Oc2cccc(F)c2)CCN(Cc2ccc(-c3ccccn3)cc2)C1 (stereo not drawn)	2	-2	-11	-5	2	3	5	1	4	-4
CCOc1ccc(N(CC(=O)NC2CCCCC2)C(=O)CCC(=O)Nc2cc(C)ccn2)cc1	-7	-2	-3	9	-3	3	-2	-1	-10	-6
NC(=O)c1ccc(C(=O)N/N=C/c2cccc(Oc3ccccc3)c2)cc1	0	-11	-4	-24	7	1	-10	-10	-3	1
O=C1CCN(CCc2ccccc2)CCN1CCSc1ccccc1	-3	7	-5	-8	1	-2	-1	-3	-1	-5
COC(=O)c1ccc(NC(=O)C2CCN(C(=O)c3cc(OC)c(OC)c(OC)c3)CC2)cc1	-9	-2	-8	2	-15	2	2	-3	7	3
COc1ccc(-n2c(=S)[nH]c3cc(C(=O)NCc4cccnc4)ccc3c2=O)cc1	-3	-2	9	-4	11	-2	-8	-6	4	6
CCc1nc2oc3ccccc3c(=O)c2c(=O)n1CCOC	6	3	3	-6	12	0	-1	-7	6	-1
Cc1cc2nc(C)c(Cl)c(=O)n2[nH]1	-3	35*	-6	-15	-11	-6	-6	-4	-8	-2
O=C(NCc1ccco1)c1ccc2snnc2c1	1	5	8	2	-8	3	4	0	7	-2
CCCCCCOc1ccc(/C=c2\s/c(=C(/C#N)C(=O)NCc3ccco3)n(-c3ccccc3)c2=O)cc1	-1	-6	4	4	1	-3	-7	-3	-2	8
CC(C)(C)c1cc(C(=O)NNC(=O)c2ccc(Cl)cc2)no1	-10	0	0	4	-4	2	1	-4	0	5
CCOC(=O)c1c(CN2CCN(CCO)CC2)n(-c2ccccc2)c2cc(Br)c(O)cc12	-2	8	-1	1	16	-18	-29	-4	-7	2
CN(c1ccccn1)c1ncnc2[nH]ncc12	2	-1	10	-4	2	1	-3	-2	3	2
CCC1Sc2ccccc2N(CC(=O)NCc2ccc3c(c2)OCO3)C1=O (stereo not drawn)	3	-4	0	5	6	2	5	-3	1	6
Cc1cccc(NC(=O)CSc2nnc(CNC(=O)c3ccc(S(=O)(=O)N(C)C)cc3)n2-c2cccc(C)c2)c1	2	2	1	-3	-11	4	2	-1	-9	1
CCN1CCCC(Sc2nc3c([nH]2)c(=S)n(C)c(=O)n3C)C1 (stereo not drawn)	2	4	6	-134	10	-31	-45	-58	2	4
CC1CCN(S(=O)(=O)c2ccc(Cl)cc2)CC1	8	0	9	-5	-11	1	-1	0	-2	0
CC(=O)C1=C(O)C(=O)N(Cc2cccnc2)C1c1ccc(O)cc1 (stereo not drawn)	-4	9	1	0	1	0	3	0	3	-4
O=C(Nc1cc(S(=O)(=O)N2CCOCC2)ccc1Cl)C(=O)c1c(-c2ccccc2)cc2ccccn12	5	-7	-3	14	14	2	2	0	-7	-5
CCOC(=O)c1c(S(=O)(=O)Nc2ccc(CN3CCC(C)CC3)cc2)c(C)n(C)c1C	0	4	-3	-6	2	0	-8	-4	4	2
COc1ccc(Cc2c(-c3ccc(F)cc3)nc3cc(C)c(Br)c(C)n23)c(C)c1	11	-5	-3	4	-7	-5	-8	5	5	-2
O=S(=O)(Nc1ncccn1)c1ccc(NC(=S)NCc2cccnc2)cc1	8	-4	-8	-8	-1	2	3	-1	-5	-4
O=C(c1sc2ccccc2c1Cl)N(Cc1ccco1)C1CCS(=O)(=O)C1 (stereo not drawn)	4	7	-3	-1	11	1	-4	-8	6	3
Cn1c(SCC(N)=O)nnc1C1CCN(C(=O)NCc2ccccc2)CC1	6	-2	-1	5	3	0	7	-3	-5	1
COCCNC(=O)C(C(=O)c1ccc(F)cc1)n1cc(C)ccc1=O (stereo not drawn)	18	12	4	0	-3	1	-4	-2	-4	-6
COc1ccc(Cn2c(=S)[nH]c3cc(C(=O)NCc4cccnc4)ccc3c2=O)cc1	-1	-29	-6	3	-4	2	-3	0	-2	-2
CCOC(=O)N1CCN(C(=O)c2ccc(Oc3ccc([N+](=O)[O-])cc3)cc2)CC1	0	-2	1	-6	8	-1	-6	-6	-1	-7
COc1ccc(OC)c(NC(=O)c2cc3sccc3n2C)c1	-1	4	0	2	-1	-30	-41	-3	-4	-5
COc1ccc(/C=C/C(=O)O)cc1S(=O)(=O)NCc1ccccc1	-3	3	-15	2	-5	1	-10	-4	6	0
CN1C(=O)N(CC(=O)Nc2sccc2C(N)=O)C(=O)C12CCCCC2	9	2	4	-19	0	0	-9	-2	-9	-4
Cc1ccccc1C(=O)N1CCC(C(=O)OCC(=O)Nc2cccc([N+](=O)[O-])c2C)CC1	4	4	13	-2	5	2	0	3	0	2
NC1=NC[C@@H](Cc2ccc(O)cc2)N1CCC12CC3CC(CC(C3)C1)C2	10	-2	-9	2	-1	4	4	1	-5	4
CCCC1=Nc2cc(C(=O)N3CCN(c4ccccn4)CC3)ccc2Sc2ccc(C)cc21	-4	-8	-7	9	14	-2	-8	3	-7	-5
CCOc1cc(C(=O)NC(=S)Nc2ccc(Cl)c(C(=O)O)c2)cc(OCC)c1OCC	7	-9	-2	-1	0	2	-8	1	-2	-5

Complete entries, quoted from the list. Order of values: ARFGAP1 inh	SIAE primary	TDP2 absorb	ADAM10 inh	ASAP1 inh	PLCg1 inh	PLCb3 inh	ADAM17 inh	DDE Tn6 FP inh	Tn7 DDE FP
`CN1C(=O)N(CC(=O)Nc2sccc2C(N)=O)C(=O)C12CCCCC2` in the list: 9	2	4	-19	0	0	-9	-2	-9	-4
`COc1ccc(OC)c(NC(=O)c2cc3sccc3n2C)c1` in the list: -1	4	0	2	-1	-30	-41	-3	-4	-5
`COc1ccc(/C=C/C(=O)O)cc1S(=O)(=O)NCc1ccccc1` in the list: -3	3	-15	2	-5	1	-10	-4	6	0

(more compounds)
SMILES	ARFGAP1 inh	SIAE primary	TDP2 absorb	ADAM10 inh	ASAP1 inh	PLCg1 inh	PLCb3 inh	ADAM17 inh	DDE Tn6 FP inh	Tn7 DDE FP
COc1ccc(NC(=S)N2CCC(C(O)(c3ccccc3)c3ccccc3)CC2)cc1	14	-6	4	12	-14	1	6	5	6	2
CCCCOCCCNC(=O)C[C@H]1C[C@@]2(C(=O)OC)C(=C[C@H](C(C)(C)C)O[C@@H]2C)N(CCc2ccc(OC)c(OC)c2)C1=O	·	-1	-8	11	·	-2	2	5	12	-4
CN1CCN(c2ccc(CNS(=O)(=O)c3ccc(Cl)cc3)cc2)CC1	-11	-2	3	1	-9	2	-5	1	-9	-5
COc1cc(/C=C2\SC(=S)N(CC(=O)O)C2=O)ccc1OS(=O)(=O)c1ccc(C)cc1	3	-13	7	-3	3	1	-6	-6	4	1
COc1cc2c(cc1NC(=O)CCCCCN1C(=O)CCC1=O)oc1ccccc12	-9	-6	-7	1	12	2	2	-1	-5	0
CN(C)c1ccc(C(CNC(=O)c2ccc(C#N)cc2)c2c[nH]c3ccccc23)cc1 (stereo not drawn)	0	24*	6	13	2	-1	1	7	-5	-8
CCOc1ccccc1NS(=O)(=O)c1ccc2[nH]c(=O)[nH]c2c1	-5	-2	-9	2	10	4	-1	0	5	-4
CCn1c(SCc2ccccc2)nnc1-c1ccc(S(=O)(=O)N2CCCCC2)cc1	0	-3	-6	-4	-17	0	1	-1	9	-1
C=Cn1cc[n+](CC(=O)c2ccc(Br)s2)c1	5	-3	10	-9	-5	4	-4	-4	3	0
O=C(CN1C(=O)NC(Cc2ccccc2)C1=O)Nc1ccc(F)cc1 (stereo not drawn)	-3	-3	16	-1	-7	1	4	-1	5	1
CC(=O)Nc1cc2c(=O)n(Cc3ccccc3)c(C)nc2cc1N1CCOCC1	4	2	-11	-80	5	-13	-25	-23	4	-8
CCOC(=O)N1CCN(C(=S)Nc2cccc(C)c2C)CC1	4	1	1	5	-6	2	5	-2	-6	10
CC1(Cc2cn(CCC#N)c3ccccc23)OCCO1	4	-1	1	-8	1	-1	-4	-2	-2	0
COc1cc2[nH]c(=S)n(NC(=O)c3ccccc3)c(=O)c2cc1OC	2	0	-14	10	19	2	8	0	-5	5
COc1ccc(CCC(=O)NCCc2ccc(Cl)cc2)cc1	6	-4	9	14	9	3	3	-1	-4	1
CCOc1ccc(NC(=O)COC(=O)c2cccnc2)cc1	-4	3	-3	-1	-4	0	3	-2	-4	-1
Cc1ccc(C(O)c2nc3ccccc3n2C(C)C)cc1 (stereo not drawn)	-6	-2	2	-5	18	-3	-1	-6	-1	3
COc1ccc([C@H]2CC(=O)C=C(c3ccc(Oc4ccccc4)cc3)C2)cc1OC	6	-9	-16	19	1	6	-2	5	-12	-6
O=C(NC12CC3CC(CC(C3)C1)C2)c1ccc(-c2ccc(Cl)cc2)o1	0	-19	4	-9	1	-1	-1	-4	-4	-2
CCCCCC(=O)N/N=C(\C)c1ccc(N2CCCCC2)cc1	-2	-3	4	-5	0	-7	-5	0	-5	-7
O=C(CN1CCN(C(=O)c2cccs2)CC1)Nc1ccc(Br)cc1	-13	4	7	2	1	8	2	2	7	-4
O=C1NC(c2ccccc2)CCC1(Cl)Cl (stereo not drawn)	11	1	3	-3	3	0	1	-4	-4	-2
COCCCNC(=O)CN(c1cccc(Cl)c1)S(C)(=O)=O	13	2	-1	-6	9	2	3	-2	-2	-1
Cc1c([N+](=O)[O-])cc(S(=O)(=O)Nc2ccc(-c3ccc(N4CCCC4)nn3)cc2)cc1[N+](=O)[O-]	-5	2	-11	-20	-1	-1	-7	1	7	3
CC(=O)Nc1cccc(Oc2ccc3c(c2)C(=O)NC3=O)c1	15	-4	9	2	-3	3	-7	1	-7	-6
CSc1ccc(CCNS(=O)(=O)c2c(C)[nH]c(C)c2C(=O)N2CCCCC2)cc1	-7	0	2	1	3	-2	-6	-2	-8	2
C/C(=N\NC(=O)CNC(=O)C(c1ccccc1)c1ccccc1)c1ccccc1	-6	-3	2	-6	0	0	-1	-3	0	2
O=C(CSc1nc2ccccc2c(=O)n1-c1ccc(F)c(Cl)c1)Nc1ccc2c(c1)CCC2	-8	-11	3	-9	9	0	3	-3	6	0
O=C(CSc1nc(-c2ccccc2)c(-c2ccccc2)o1)NC1CCS(=O)(=O)C1 (stereo not drawn)	8	-4	2	-12	-12	-1	-3	-4	3	5
